Source: PubChem BioAssay
D3 antag – qHTS of D3 Dopamine Receptor Antagonist: qHTS; D(3) dopamine receptor (Homo sapiens), P35462; D3R cells, DiscoveRx beta-arrestin luminescence, antagonist mode; hits give low values; max response, negative = inhibition, %; 2.5% of 360,000 active; AID 652054, 2013; in the data active = max response below about -50%; inconclusive = no clear call, values can overlap the other calls; note: % is set by controls: 0 for no effect and ±100 for the full control effect; mostly tested at two doses, the higher about 12 µM
Target sequence (P35462 whole entry, looked up): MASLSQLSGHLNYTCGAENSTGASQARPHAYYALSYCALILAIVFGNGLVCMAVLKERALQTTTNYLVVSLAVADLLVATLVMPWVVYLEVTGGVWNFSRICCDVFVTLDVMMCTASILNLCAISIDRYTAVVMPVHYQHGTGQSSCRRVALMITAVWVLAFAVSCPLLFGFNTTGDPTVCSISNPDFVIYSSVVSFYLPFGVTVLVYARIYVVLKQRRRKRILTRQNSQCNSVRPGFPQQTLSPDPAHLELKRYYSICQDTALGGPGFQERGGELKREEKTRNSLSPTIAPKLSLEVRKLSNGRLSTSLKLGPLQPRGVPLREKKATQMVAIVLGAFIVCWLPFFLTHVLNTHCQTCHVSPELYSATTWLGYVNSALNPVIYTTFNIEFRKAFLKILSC
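Cells plated overnight at 1500 cells/well, then exposed to library compounds with dopamine controls for 90 minutes at 37 degrees C. DiscoveRx reagent added for 30–60 minutes at room temperature; luminescence read, quantitative HTS format.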
PTHR1 agonist – qHTS for PTHR1 Agonists: Primary Screen; Parathyroid hormone/parathyroid hormone-related peptide receptor (Homo sapiens), Q03431; HEK293 GP2 PTHR1 cells, GloSensor cAMP luminescence, 1 h; Potency, µM (titrated, usually from 115 µM), inactives show at the top dose activation, usual class: activators; 0.075% of 410,000 active; note: potency is the fitted concentration of half-maximal effect; nearly all actives have a fitted effect of over 55% in size; some results filed as inactive show a strong effect at the top dose; inactives centre near -15; many of its hits are not listed in these tables
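HEK-293-derived GP2 cells expressing PTHR1 and a GloSensor cAMP reporter, 3,000/well, plated overnight, given luciferin plus IBMX (each 0.5 mM as added) for 1 h at 37 °C, then compound for 1 h at 37 °C. Luminescence was read after 15 min at room temperature.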
TDP-43 yeast inh – qHTS of TDP-43 Inhibitors; 1.8% of 410,000 active; TDP-43 expressing yeast growth rescue, BacTiter-Glo, 24 h; AID 652104, 2013; Potency, µM (titrated, usually from 46.1 µM), for inactives: at the top dose growth rescue (activation), hits mostly activators; note: potency is the fitted concentration of half-maximal effect; % of control where 0% means no effect; nearly all actives have a fitted effect of over 50% in size
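Readout is BacTiter-Glo luminescence of cell growth, so inhibitors register as activators. TDP-43-expressing yeast at OD600=0.02 in galactose medium, after raffinose pregrowth to mid-log, were incubated with compound for 24 hr at 30 deg C.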
GLP-1R agonist – qHTS of GLP-1 Receptor Agonists; 0.007% of 380,000 active; HEK293 GLP-1R CRE-luciferase, luminescence, 4-6 h; cells express a hypersensitive GLP-1R form; Potency, µM (top dose mostly 45.6 µM), for the others: at the highest dose activation, usual class: activators; Glucagon-like peptide 1 receptor (Homo sapiens), P43220; note: potency is the fitted concentration of half-maximal effect; % of control where 0% means no effect
Target sequence (P43220 whole entry, looked up): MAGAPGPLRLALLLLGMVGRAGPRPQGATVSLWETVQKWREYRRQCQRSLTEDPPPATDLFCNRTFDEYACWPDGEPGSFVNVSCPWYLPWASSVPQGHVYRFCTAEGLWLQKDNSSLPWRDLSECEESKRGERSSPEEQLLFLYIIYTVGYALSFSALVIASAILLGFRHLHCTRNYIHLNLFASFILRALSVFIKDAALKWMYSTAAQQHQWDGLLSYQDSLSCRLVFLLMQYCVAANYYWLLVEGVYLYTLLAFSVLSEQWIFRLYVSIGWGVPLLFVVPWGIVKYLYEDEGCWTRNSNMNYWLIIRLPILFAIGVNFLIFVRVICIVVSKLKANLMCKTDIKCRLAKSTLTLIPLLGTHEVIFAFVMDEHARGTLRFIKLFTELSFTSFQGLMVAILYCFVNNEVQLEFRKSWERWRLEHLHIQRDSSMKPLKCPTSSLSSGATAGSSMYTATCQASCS
GLP1R inv ag – qHTS of GLP-1 Receptor Inverse Agonists (Inhibition Mode); Glucagon-like peptide 1 receptor (Homo sapiens), P43220; HEK293 GLP-1R CRE-luciferase, luminescence, 24 h; GLP-1R form is constitutively active; Potency, µM (highest dose often 38.3 µM), without a hit: top-dose activity change, negative = inhibition, actives largely listed as inhibitors; 1.6% of 410,000 active; note: potency is the fitted concentration of half-maximal effect; % is set by controls: 0 for no effect and ±100 for the full control effect; nearly all actives have a fitted effect of over 55% in size
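Assay principle: reduced luminescence from a cAMP-responsive reporter in HEK293 cells co-expressing a constitutively active GLP-1R. Conditions: 24 hr compound incubation, 37 deg C, 5% CO2.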
FUS suppressor – qHTS for Suppressors of FUS Proteinopathy: Primary screen using FUS-linked yeast assay | S. cerevisiae FUS-expressing, growth rescue, OD600, 24 h | 0.24% of 390,000 active | Potency, µM (titrated, usually from 76.6 µM), without a hit: at the top dose growth rescue (activation), usual class: activators;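 note: potency is the fitted concentration of half-maximal effect; plate controls were DMSO vehicle for no effect and reference control for full effect; nearly all actives have a fitted effect of over 55% in size; some results filed as inactive show a strong effect at the top dose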
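Toxicity suppression screen in FUS-yeast. Cells induced with 2% galactose, starting OD 0.005, treated 24hr at 30C with compounds at multiple final concentrations; growth by OD600.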
aSyn rescue – qHTS of alpha-syn Inhibitors; Yeast expressing alpha-synuclein, growth rescue, BacTiter-Glo, 24 h; Potency, µM (series often up to 46.1 µM), inactives show at the top dose growth rescue (activation), actives largely listed as activators; 0.14% of 370,000 active; AID 652106, 2013; note: potency is the fitted concentration of half-maximal effect; % of control where 0% means no effect; nearly all actives have a fitted effect of over 65% in size
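Rescue of yeast growth: cells expressing toxic alpha-synuclein, induced in galactose at OD600 0.02, incubated with compound 24 h at 30 C. ATP luminescence quantified growth; inhibitors of toxicity appear as activators.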
Akt phos inh – HTS Assay for Inhibitors of Akt Phophorylation: Primary Screen; Neuro2A IGF-stimulated pAkt S473 HTRF, 20 min; hits give low values; activity change, % for hits at 50 µM; 0.32% of 360,000 active; AID 651550, 2012; in the data active = activity change below about -80%; inconclusive = mostly about -51% to -80%; note: % is set by controls: 0 for no effect and ±100 for the full control effect
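Neuro2A cells (4,500/well, DMEM with 0.5% FBS) were treated with compound at a single 50 µM final concentration, stimulated with 6 nM IGF for 20 min at 37 °C, and lysed. Phospho-Akt Ser473 was read by HTRF as 665/615 ratio ×10^4.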
Abeta rescue – qHTS for compounds that reverse cellular toxicity of Amyloid beta (A-beta) peptide in yeast: Primary Screen | yeast expressing A-beta42, growth rescue, OD600, 48 h; response scale: 0% DMSO, 100% iron-clioquinol control | Potency, µM (series often up to 46.1 µM), for the others: top-dose growth rescue, usual class: activators | 0.063% of 410,000 active | AID 1347071, 2019; note: potency is the fitted concentration of half-maximal effect; nearly all actives have a fitted effect of over 55% in size
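Growth rescue measured by 600 nm absorbance after 48 h yeast culture at 30 C with compound. Values normalized between DMSO and an equimolar ferric chloride plus clioquinol control.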
* = called active by the depositor; i = inactive; ? = inconclusive; . = not tested or not shown; [ ] = another dose, or the depositor's remark. Unless noted, calls come from the whole dose curve; as a rule, active = well fitted curve in the direction sought with a large enough effect; inconclusive = small, poorly fitted or top-dose-only effect, or another doubt; inactive = no such curve, though single readings can be large; an effect the other way counts as inactive or inconclusive. An excerpt; the hit share may differ from the screen's.

SMILES	D3 antag	PTHR1 agonist	TDP-43 yeast inh	GLP-1R agonist	GLP1R inv ag	FUS suppressor	aSyn rescue	Akt phos inh	Abeta rescue
CC(=O)O[C@@H]1C[C@H]2C(C)(C)C(=O)C=C[C@]2(C)[C@H]2CC[C@@]3(C)[C@H](c4ccoc4)OC(=O)[C@H]4O[C@]43[C@@]21C	-5.0	-41.0%[inhibitor]	15.3%	-2.8%	?	?	1.7%	i	-8.7%
Nc1nc2ccc(Oc3ccccc3)cc2s1	6.4	-26.7%	11.2µM*	3.1%	?	.	-11.9%	i	5.0%
O=C(NCC1CCCO1)c1cccnc1NCc1ccc(F)cc1 (stereo not given)	-1.0	-5.3%	12.6%	4.7%	12.6%	2.5%	-31.8%[inhibitor]	i	3.8%
CNC(=O)/C(C#N)=C\c1ccc(CNS(=O)(=O)c2ccccc2)o1	-25.8	-4.4%	-7.7%	-1.1%	8.7%	-0.5%	-5.9%	i	-2.3%
COc1cc(/C=N/N(c2ccccc2)c2ccccc2)ccc1O	21.9	-89.2%[inhibitor]	-31.0%[inhibitor]	-42.0%[inhibitor]	?	36.3%	-56.9%[inhibitor]	i	-94.3%[inhibitor]
O=c1[nH]c(C(F)(F)C(F)(F)C(F)(F)F)no1	-8.7	-19.8%	5.5%	-1.1%	9.8%	16.2%	-12.0%	i	7.1%
NC(=O)CSc1nnc(-c2ccccn2)n1N	-13.7	-15.7%	3.4%	-0.5%	1.1%	17.8%	-5.8%	i	-4.3%
CC(NCc1ccc(S(N)(=O)=O)cc1)C(=O)N1CCc2ccccc21 (stereo not given)	1.7	3.1%	1.7%	-1.8%	2.1%	1.6%	-11.9%	i	-9.4%
Cn1c(Cn2c(=O)sc3ccccc32)nnc1SCC(=O)Nc1cccc(F)c1	0.0	0.8%	-9.6%	-3.0%	0.9%	4.0%	-5.7%	i	-9.9%
O=C(CSc1nnnn1Cc1ccccc1)c1ccccc1	-57.8*	i	-13.1%	4.7%	0.1%	10.2%	-4.3%	i	0.4%
O=C(C1CCN(S(=O)(=O)c2cccc3cccnc23)CC1)N1CCn2c1nc1ccccc12	-184.4*	i	22.8%	-1.1%	8.6%	16.6%	-3.1%	i	15.2%
O=C(NCC1CCCCC1)c1cc(Br)ccc1Cl	5.8	-3.2%	19.6%	9.2%	-29.0%	-5.7%	5.0%	i	7.9%
CC(=O)C[C@@H]1OC[C@H](C(C)C)N1S(=O)(=O)c1ccc(C)cc1	7.1	-7.5%	10.3%	.	0.7%	15.4%	-0.3%	i	-0.1%
Cc1csc(=N)n1-c1ccc(Cl)cc1	-18.0	8.5%[57.5 µM]	12.2%	5.1%	-2.2%	-22.6%	-27.6%	i	-2.3%
Cc1ccc(OCC(=O)OCC(=O)c2ccccc2)cc1C	4.2	i	-10.2%	4.0%	4.1%	-13.6%	-3.5%	i	-2.9%
Cc1noc(C)c1CCC(=O)Nc1c(C(C)C)cccc1C(C)C	-18.6	-2.5%	3.4%	5.8%	3.0%	.	-2.3%	i	-2.0%
C/C(Cl)=C\COc1cc(C)nc2c(Br)cccc12	0.7	i	-5.3%	30.2%	?	19.5%	-6.2%	i	-8.4%
COC(=O)c1c(NC(=O)CCCOc2cccc(C)c2)sc2c1C(C(=O)OC)CC2 (stereo not given)	.	-36.1%[inhibitor]	-66.0%[inhibitor]	.	?	35.9%	1.9%	.	-12.0%
CCOC(=O)c1c(NC(=O)c2cccs2)sc2c1CCCC2	9.1	-7.5%[57.5 µM]	-6.5%	-0.4%	12.9%	-14.7%	-7.9%	i	-8.1%
O=C(c1ccccc1)c1ncc[nH]1	8.9	-2.6%	-3.5%	16.9%	0.0%	-21.0%	0.6%	i	-15.2%
COC(=O)[C@]12CCCCC=C1N(Cc1ccccc1)C(=O)[C@H](CC(=O)N1CCC(c3ccccc3)CC1)C2	44.7	i	22.4%	-4.6%	?	40.8%	10.3%	i	-13.2%
CC(C)Nc1nc(NC(C)C)nc(Oc2ccc(/C=N/O)cc2)n1	9.2	-56.5%[inhibitor]	-5.6%	16.5%	7.9%	23.8%	1.7%	i	-0.9%
CCOc1cccc(C2Nc3ccccc3-c3cc(C)nn32)c1O (stereo not given)	.	-4.8%	0.0%	.	-26.6%	-8.2%	.	.	-17.9%
Cc1cccc(OC(C)C(=O)Nc2ccc(S(=O)(=O)N3CCCC3)cc2)c1 (stereo not given)	7.3	-41.7%[inhibitor]	27.1%	0.0%	?	40.2%	14.5%	i	4.5%

Some of the entries so far, bar-delimited.
Compound | D3 antag | PTHR1 agonist | TDP-43 yeast inh | GLP-1R agonist | GLP1R inv ag | FUS suppressor | aSyn rescue | Akt phos inh | Abeta rescue
CC(=O)O[C@@H]1C[C@H]2C(C)(C)C(=O)C=C[C@]2(C)[C@H]2CC[C@@]3(C)[C@H](c4ccoc4)OC(=O)[C@H]4O[C@]43[C@@]21C | -5.0 | -41.0%[inhibitor] | 15.3% | -2.8% | ? | ? | 1.7% | i | -8.7%
Nc1nc2ccc(Oc3ccccc3)cc2s1 | 6.4 | -26.7% | 11.2µM* | 3.1% | ? | . | -11.9% | i | 5.0%
O=C(NCC1CCCO1)c1cccnc1NCc1ccc(F)cc1 (stereo not given) | -1.0 | -5.3% | 12.6% | 4.7% | 12.6% | 2.5% | -31.8%[inhibitor] | i | 3.8%
CNC(=O)/C(C#N)=C\c1ccc(CNS(=O)(=O)c2ccccc2)o1 | -25.8 | -4.4% | -7.7% | -1.1% | 8.7% | -0.5% | -5.9% | i | -2.3%
COc1cc(/C=N/N(c2ccccc2)c2ccccc2)ccc1O | 21.9 | -89.2%[inhibitor] | -31.0%[inhibitor] | -42.0%[inhibitor] | ? | 36.3% | -56.9%[inhibitor] | i | -94.3%[inhibitor]
O=c1[nH]c(C(F)(F)C(F)(F)C(F)(F)F)no1 | -8.7 | -19.8% | 5.5% | -1.1% | 9.8% | 16.2% | -12.0% | i | 7.1%
NC(=O)CSc1nnc(-c2ccccn2)n1N | -13.7 | -15.7% | 3.4% | -0.5% | 1.1% | 17.8% | -5.8% | i | -4.3%

(further entries)
SMILES	D3 antag	PTHR1 agonist	TDP-43 yeast inh	GLP-1R agonist	GLP1R inv ag	FUS suppressor	aSyn rescue	Akt phos inh	Abeta rescue
Cc1cccc(OCCC(=O)OCC(=O)N2c3ccccc3NC(=O)C2(C)C)c1	-19.5	-8.8%	-2.2%	-3.8%	4.9%	23.2%	-2.4%	i	-5.3%
CCOC(=O)c1sc2cc([N+](=O)[O-])cc(SCC(C)C)c2c1N	13.1	i	-5.9%	-7.2%	4.9%	7.8%	-8.3%	.	6.9%
COc1cccc(-c2nc(CS(=O)(=O)CC(=O)NCCN3CCOCC3)c(C)o2)c1	-8.4	-30.6%[inhibitor]	-20.6%	-4.5%	19.9%	1.0%	-1.1%	i	4.7%
Cc1cccc(CNC(=O)C2CCN(c3nn4cc(-c5ccc(F)cc5)nc4s3)CC2)c1	.	i	15.5%	.	3.1%	3.4%	.	.	2.0%
Cc1cc(NS(=O)(=O)c2ccc(NC(=O)/C=C/c3ccccc3Cl)cc2)no1	6.7	-6.5%	20.7%	-0.4%	13.6%	.	-1.6%	i	6.4%
COC(=O)c1cc2c(ccn2-c2ccc(F)cc2)n1Cc1ccc(OC(C)=O)cc1	-2.7	i	18.7%	25.4%	?	8.2%	1.9%	i	12.6%
Cc1ccc(NC(=O)c2cc(-c3cccs3)on2)cc1	-8.3	-4.8%	7.8%	-31.8%	0.5%	-32.2%	-6.7%	i	-8.9%
COc1ccc(C2C(C(=O)c3ccco3)=C(O)C(=O)N2CCN2CCOCC2)c(OC)c1 (stereo not given)	-1.3	1.4%	-15.9%	1.1%	8.7%	13.1%	-1.4%	i	-18.4%
CSCCC(NC(=O)/C(=C/c1ccc(F)cc1)NC(C)=O)C(=O)O (stereo not given)	-9.6	i	1.3%[9.22 µM]	0.2%	5.2%[7.66 µM]	7.9%	-3.8%	i	-8.2%
COc1ccc(N(C)C(=O)Nc2ccc3nsnc3c2)cc1	6.7	i	-20.2%[0.397 µM]	9.5%	-12.4%	9.6%	2.0%	i	-10.1%
O=C(CCCN1C(=O)/C(=C\c2cccs2)SC1=S)Nc1ccc(O)cc1	-1.2	i	-9.7%	13.6%	-5.3%	-4.8%	-0.5%	i	-13.0%
Cc1cccc(N2CCN(C(=O)CCS(=O)(=O)c3ccc4c(c3)NC(=O)CO4)CC2)c1C	13.1	-39.2%[inhibitor]	5.6%	-0.7%	?	10.1%	3.2%	i	14.6%
CCOC(=O)C(Cc1ccc(O)cc1)NC(=O)CCc1c[nH]c2ccccc12 (stereo not given)	0.7	-22.4%	7.3%	13.7%	10.6%	-25.4%	6.8%	i	-1.3%
CSc1ccc(CN(C)C(=O)CSCC(=O)Nc2ccc(C)cc2)cc1	3.6	i	?	1.3%	?	26.5%	-0.6%	i	18.4%
COc1ccc(OC)c(S(=O)(=O)NCc2ccc3c(c2)CCN3C(=O)c2cccc(C)c2)c1	.	-25.6%	17.1%	.	9.0%	?	.	.	-7.0%
CCOc1ccc(-c2csc3ncn(-c4ccc(OC)cc4)c(=O)c23)cc1	-6.2	-14.6%	?	-11.6%	-3.1%[0.307 µM]	15.8%	8.7%	i	18.6%
COc1cccc(C(=O)N2[C@H](COCc3ccccc3)C=CS2(=O)=O)c1	11.7	-15.3%	?	8.9%	-6.2%	2.0%	-15.2%	i	-5.5%
